Source: PubChem (National Center for Advancing Translational Sciences (NCATS))
KDM5B inhibitor: inhibitors of human KDM5B histone demethylase | KDM5B demethylase, FDH-coupled NADH fluorescence (FDH is formaldehyde dehydrogenase) | Potency, µM (series often up to 57.7 µM), inactives show at the highest dose activity change, negative = inhibition, actives largely listed as inhibitors | Q9UGL1 | 220,000 compounds, 2.6% hits; active = well fitted inhibition curve with a large enough effect; inconclusive = small, poorly fitted or top-dose-only effect; inactive = no such curve, though single readings can be large or run the other way; note: 0% is about no effect; nearly all actives have a fitted effect of over 70% in size
Target sequence (Q9UGL1 whole entry, looked up): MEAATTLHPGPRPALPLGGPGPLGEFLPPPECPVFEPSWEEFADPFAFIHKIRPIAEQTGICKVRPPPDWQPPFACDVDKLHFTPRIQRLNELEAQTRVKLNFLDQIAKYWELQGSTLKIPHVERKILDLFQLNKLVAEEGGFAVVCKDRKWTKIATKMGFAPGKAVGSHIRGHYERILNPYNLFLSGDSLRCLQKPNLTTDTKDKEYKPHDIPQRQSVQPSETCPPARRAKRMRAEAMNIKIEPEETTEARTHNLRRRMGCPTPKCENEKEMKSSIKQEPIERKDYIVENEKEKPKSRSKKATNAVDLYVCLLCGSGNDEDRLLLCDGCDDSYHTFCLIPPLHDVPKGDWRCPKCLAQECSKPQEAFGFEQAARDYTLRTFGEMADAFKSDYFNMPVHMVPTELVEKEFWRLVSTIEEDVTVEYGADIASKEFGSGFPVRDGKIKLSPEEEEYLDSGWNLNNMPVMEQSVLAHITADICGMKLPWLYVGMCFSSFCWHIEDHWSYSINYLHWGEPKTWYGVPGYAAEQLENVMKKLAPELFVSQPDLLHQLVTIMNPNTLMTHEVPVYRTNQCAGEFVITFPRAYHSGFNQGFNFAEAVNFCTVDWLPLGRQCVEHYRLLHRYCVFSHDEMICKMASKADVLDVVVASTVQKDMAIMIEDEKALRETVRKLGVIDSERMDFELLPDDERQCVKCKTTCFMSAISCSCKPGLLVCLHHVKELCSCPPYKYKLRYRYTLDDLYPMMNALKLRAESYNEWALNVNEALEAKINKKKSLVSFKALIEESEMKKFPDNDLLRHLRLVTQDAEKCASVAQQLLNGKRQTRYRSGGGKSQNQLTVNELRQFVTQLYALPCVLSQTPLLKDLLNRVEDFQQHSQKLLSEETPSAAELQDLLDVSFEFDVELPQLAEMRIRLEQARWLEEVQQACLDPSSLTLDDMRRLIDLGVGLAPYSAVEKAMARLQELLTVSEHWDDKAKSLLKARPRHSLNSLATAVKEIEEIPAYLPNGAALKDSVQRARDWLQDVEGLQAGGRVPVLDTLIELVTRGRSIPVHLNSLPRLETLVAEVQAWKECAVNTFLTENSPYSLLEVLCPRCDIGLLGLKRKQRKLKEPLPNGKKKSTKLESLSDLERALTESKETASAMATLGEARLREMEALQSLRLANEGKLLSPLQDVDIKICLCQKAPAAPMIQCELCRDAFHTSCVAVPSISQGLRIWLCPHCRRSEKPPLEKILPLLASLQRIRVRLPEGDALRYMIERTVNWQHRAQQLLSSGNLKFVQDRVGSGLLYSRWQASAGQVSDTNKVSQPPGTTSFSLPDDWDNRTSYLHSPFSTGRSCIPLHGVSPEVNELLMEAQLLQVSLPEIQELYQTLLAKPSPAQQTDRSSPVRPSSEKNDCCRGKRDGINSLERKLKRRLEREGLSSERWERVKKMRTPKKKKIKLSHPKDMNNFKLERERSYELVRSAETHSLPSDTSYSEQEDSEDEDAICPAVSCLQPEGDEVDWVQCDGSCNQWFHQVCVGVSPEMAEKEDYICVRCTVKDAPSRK
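Coupled FDH/NAD⁺ fluorescence readout. KDM5BΔAP 200 nM final; compound titration, 10 min RT preincubation; substrate mix 12.5 µM H3K4me3, 25 µM 2-OG, 50 µM Fe(II), 100 µM ascorbate, 0.25 mM NAD⁺, 0.25 U/mL FDH; ΔRFU over 30 min.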
* = called active by the depositor; i = inactive; u = inconclusive; [ ] = dose if it differs, or a comment. Potency is the fitted concentration of half-maximal effect.

SMILES | KDM5B inhibitor
CC(C(=O)N1CCOCC1)n1ccc2cc(S(=O)(=O)N3CCCCCC3)ccc21 (stereo not drawn) | -15%
O=C(COc1ccc([N+](=O)[O-])cc1)Nc1cccc2cccnc12 | 7%
N#Cc1nc(-c2cccs2)oc1NCCc1ccccc1 | -38%
O=c1cc(-c2ccccn2)oc2c(NC3CCOCC3)nccc12 | 32µM*
COc1cc(C(=O)N2CCN(c3ccc(Nc4ccccc4)nn3)CC2)cc(OC)c1OC | -18%
CC(C)c1nccn1CCCNc1nc(-c2ccncc2)nc2c1cnn2C | 22µM*
CCC1CN(C(=O)NCc2cccc(OC)c2)c2ccccc2O1 (stereo not drawn) | -17%
Cc1ccc(C(NC(=O)Cn2nc(C)c3ccccc3c2=O)C2CC2)cc1 (stereo not drawn) | 19%
COC(=O)c1ccccc1NC(=O)Cn1cc(S(=O)(=O)Cc2ccccc2F)c2ccccc21 | -60%
O=C(Nc1ccccc1F)N1CC2CCC(C1)N2Cc1ccc(-c2cc(F)cc(F)c2)cc1 | -13%[115 µM]
COc1ccc(-c2cn3c(n2)CO[C@@H](CNC(C)=O)C3)cc1 | -27%[86.2 µM]
Cc1ccccc1NC(=O)Nc1ccc2nc(N3CCOCC3)cc(C)c2c1 | -20%
COc1ccccc1N1CCN(C(=O)C2=CC(c3ccc(F)cc3)=NS(=O)(=O)N2C)CC1 | 6%
Cn1c(SCC(=O)Nc2cccc(F)c2)nc2c(c1=O)SCC2 | 12%
COc1ccc(NC(=O)CCNC(=O)Cn2cnc3ccccc3c2=O)cc1OC | 26%
CCc1ccc(C(=O)Nc2ccccc2O)o1 | -7%
O=Cc1ccc(OC(=O)CCCCC(=O)Oc2ccc(C=O)cc2)cc1 | u
COc1ccc(CNC(=O)CCCSc2ccccc2)cc1 | 29%
COc1ccc(OC)c(C2C(C(N)=O)=C(C)Nc3nc(-c4cccc(Cl)c4)nn32)c1 (stereo not drawn) | u
CCOC(=O)c1[nH]c(C)c(CCC(=O)N2CCC(C(=O)NCCN(C)C3CCCCC3)CC2)c1C | 1%
Cc1ccccc1Cn1c2ccccc2c2cnn(CC(=O)NCc3ccccn3)c(=O)c21 | u
Cc1ccc(C)c(N2CCN(c3nc4ccccc4c(=O)n3-c3ccc(Cl)cc3)CC2)c1 | -12%
Cc1ccc2oc(-c3cccc(NC(=O)Cc4ccc(Cl)cc4)c3)nc2c1 | -18%
Cc1ccc(C(=O)Cn2nc(Cl)nc2Cl)cc1 | -3%
Cc1cc(C)cc(NC2=N[C@H]3[C@@H](O)[C@H](O)C[C@H](C(=O)N4CCC(C(N)=O)CC4)[C@H]3S2)c1 | 10%

Five of these compounds, set out differently.
KDM5B inhibitor	SMILES
-20%	Cc1ccccc1NC(=O)Nc1ccc2nc(N3CCOCC3)cc(C)c2c1
6%	COc1ccccc1N1CCN(C(=O)C2=CC(c3ccc(F)cc3)=NS(=O)(=O)N2C)CC1
12%	Cn1c(SCC(=O)Nc2cccc(F)c2)nc2c(c1=O)SCC2
26%	COc1ccc(NC(=O)CCNC(=O)Cn2cnc3ccccc3c2=O)cc1OC
-7%	CCc1ccc(C(=O)Nc2ccccc2O)o1

Next section
SMILES | KDM5B inhibitor
COc1ccc(-c2nc3c(C)cccc3cc2CN2CCC[C@H]2CO)cc1OC | 25µM*
COCCOC1CCN(C(=O)c2ccccc2)CC1 | 12%
CN1Cc2ncnc(N3CCN(Cc4ccccc4)CC3)c2CN(c2ccc([N+](=O)[O-])cc2)C1=O | -16%
COc1ccc(OC)c(C(=O)OCc2nc(N)c3ccccc3n2)c1 | u
O=C(C1CCCC1)N1CCC(C(=O)N2CCCN(Cc3cccnc3)CC2)CC1 | u
CCCCn1c(=O)[nH]c(=O)c2c1nc(COC(=O)c1cc(C)ccc1C)n2CCC | -5%
Fc1cccc(Cl)c1Cn1c(-c2cccs2)nc2ccccc21 | u
O=P(c1ccccc1)(c1ccccc1)c1cc(S(=O)(=O)O)ccc1O | 7%
Cc1cc(C)cc(CC(CC(=O)O)C(=O)Nc2cccc(C(F)(F)F)c2)c1 (stereo not drawn) | 2%
COc1ccc(NC(=O)Cc2c(C)c3ccc(OC)c(C)c3oc2=O)cc1 | u
COCCCNC(=O)C1(C)CN(Cc2ccccc2)Cc2ccc(NCC(C)C)nc21 (stereo not drawn) | 187%[activator][86.2 µM]
CC(CCc1ccccc1)NC(=O)CC(c1cccc2c1OCO2)c1c[nH]c2ccccc12 (stereo not drawn) | -29%
O=C(Nc1cccc(O)c1)c1cc2nc(-c3ccc(Br)cc3)cc(C(F)(F)F)n2n1 | u
Cc1noc(C)c1CC(=O)N1CCCn2cc(-c3ccccc3F)nc21 | -20%
O=C(NCc1cccc(F)c1)N1CCCC(Cn2cnc3cccnc32)C1 (stereo not drawn) | 13%
O=C(NCCC1CCN(C(=O)Nc2ccccc2)CC1)c1ccc(F)cc1 | -9%
Cc1ccc(C(=O)NCC(=O)OCc2nnc(-c3ccccc3)o2)cc1 | 17%
CCCN1CC(Oc2cccc(C(=O)N3CCOCC3)c2)C1 | -1%
O=C(c1cc2cn(C3CC3)cc2s1)N1CCN(c2ccccn2)CC1 | u
O=C(NNC(=O)C1(c2ccc(Br)cc2)CCCC1)c1ccccc1 | -4%
CC1(c2ccccc2)N(Cc2ccc(O)cc2)C(=O)OC12CCN(C(=O)c1ccccc1)CC2 (stereo not drawn) | u
CC1=NNC(=O)C1CC(=O)N/N=C/c1sccc1C (stereo not drawn) | 21%
COc1ccc(C(=O)N2CCC(Cn3c(C)cnc3-c3cccnc3)CC2)c(OC)c1 | -12%
COc1ccc(CN2CCCC3(C2)NC(=O)c2ccccc2O3)cc1 (stereo not drawn) | u
O=C(NCCc1ccc(Cl)cc1)c1nc(-c2ccc(Cl)cc2Cl)c2cnccn12 | 56µM*

In a second layout: results already given
SMILES,KDM5B inhibitor
COc1ccc(CN2CCCC3(C2)NC(=O)c2ccccc2O3)cc1 (stereo not drawn),u
CC1=NNC(=O)C1CC(=O)N/N=C/c1sccc1C (stereo not drawn),21%
CCCN1CC(Oc2cccc(C(=O)N3CCOCC3)c2)C1,-1%

(further entries)
SMILES | KDM5B inhibitor
NC(=O)[C@@H](Cc1ccccc1)NC(=O)C1=C[C@@H](NC(=O)CS(=O)(=O)c2ccccc2)[C@@H](O)[C@H](O)C1 | -13%
C=CCNC(=O)N1CC[C@H]2CC(=O)N(C3CCCCC3)CC[C@H]2C1 | -2%[86.2 µM]
Nc1nnnn1Cc1nnc(SCc2ccc(Cl)c(Cl)c2)n1-c1ccccc1 | -1%
COc1ccc(/C=C/C(=O)c2ccc(O)c(CCCl)c2)cc1C | -7%
CCOc1cc(C(=O)Nc2ccc(NC(=O)c3cc4ccccc4o3)c(OC)c2)cc(OCC)c1OCC | u
C[S+](=O)([O-])N1Cc2ccccc2CC2(CCCN(Cc3ccccn3)C2)C1 (stereo not drawn) | 12%[115 µM]
CC(NC(=O)C(C)(C)C)C(=O)NCC1CC1 (stereo not drawn) | -16%
O=C(Cc1cccs1)NC1CCN(c2cc(C(F)(F)F)ncn2)CC1 | -14%
CCCNc1c(NS(=O)(=O)c2ccc(OCC)cc2)c(=O)oc2ccccc12 | 10%
CCc1ccc(S(=O)(=O)NCCc2coc(-c3ccccc3)n2)cc1 | -11%
COc1ccc(CN2CCC(CO)(Cc3cccc(C(F)(F)F)c3)CC2)cc1Cn1cccn1 | 0%
CN(C)c1nc(Oc2ccc(=O)n(C)n2)nc(N2CCOCC2)n1 | 12%
NC(=O)CCNC(=O)C1=C[C@@H](NC(=O)Nc2ccc(F)cc2F)[C@@H](O)[C@H](O)C1 | u
COc1cc(CN(C)C2CCOc3ccccc32)ccc1F (stereo not drawn) | 4%[86.2 µM]
O=S(=O)(NCCc1ccc(F)cc1)c1ccc2c(c1)CCCC2 | 6%
Cc1ccc2nc3n(c2c1)[C@@H](CNS(=O)(=O)c1ccc(C#N)cc1)COC3 | u
CCc1nc2ccc(C(=O)NCc3ccc(SC)cc3)cc2nc1CC | u
Cc1ccccc1-c1cc(C(=O)N/N=C/c2cccnc2)c2ccccc2n1 | -17%
O=C(NC1CC(=O)N(c2cccc(F)c2)C1)c1cccs1 (stereo not drawn) | 8%
CCn1nccc1C(=O)N1CCC(c2noc(-c3cnccn3)n2)C1 (stereo not drawn) | -3%
CCC12CN3CC(CC)(CN(C1)C(=O)c1ccccc1C3=O)C2=O | 11%
O=C(/C=C/c1ccccc1)NCC1(c2ccccc2)CCOCC1 | 23%
Cc1ccc(Cc2nc3ccccc3nc2SCC(=O)NCCC(C)C)cc1 | -21%
O=C(NC1CCC1)C1=NO[C@@H]2CN(CCc3ccccc3)C[C@H]12 | 7%[86.2 µM]
O=C(O)Cn1cc(C(C(=O)O)N2CCN(c3ccccc3)CC2)c2ccccc21 (stereo not drawn) | -17%
The list goes on:
SMILES | KDM5B inhibitor
Cc1ccccc1CN1CC2(COCC1=O)CN(c1ccccc1)C2 | -6%[86.2 µM]
Cc1cc(C)cc(C(=O)Nc2ccc3oc(C)nc3c2)c1 | 15%
O=C(NCCc1ccccc1)NCC(=O)N1CCc2ccccc21 | 8%
CCn1ccc(C(=O)N2C[C@H](CO)C[C@H](CN3CCCC3)C2)n1 | -37%
COc1ccc(-c2cc(N3CCC(NC(=O)C4(c5ccccc5)CC4)CC3)n[nH]2)cc1 | -34%
C(#CCn1c2ccccc2c2ccccc21)CN1CCOCC1 | 6%
COc1cccc(-c2n[nH]c3c2CC(=O)N(CC2CCOCC2)C3)c1 | u
COCCCNC(=O)c1cc(-c2cccc(C)c2)nc2ccccc12 | u
COC[C@@H]1CN(C(=O)c2cc(C)oc2C)C[C@H]1c1nc(C2CC2)no1 | u
Cc1cc(OCC(=O)N2CCC(c3nc4ccccc4o3)CC2)ccc1C(C)C | 7%
COc1ccc(CCNc2oc(/C=C/c3cc(OC)c(OC)c(OC)c3)nc2C#N)cc1OC | u
CN(C)C(=O)c1cc2cccnn2n1 | 32µM*
CC(=O)N1CCc2cc(S(=O)(=O)N3CCN(c4ccc(C)cc4)C(C)C3)ccc21 (stereo not drawn) | -15%
Cc1ccc2c(=O)cc(C(=O)NCC(c3cccs3)N3CCCC3)oc2c1 (stereo not drawn) | 6%
CC(C)(CC(=O)O)CC(=O)Nc1cccc(C(F)(F)F)c1 | 14%
CCn1nc(C)cc1C(=O)N1CCOC[C@H](Oc2ccc(OC)cc2)C1 | 5%[86.2 µM]
CCCCNc1ccc(-c2nc(-c3ccccn3)no2)cc1[N+](=O)[O-] | -50%
COCC(=O)N1CCCN(c2nc3ncccc3o2)CC1 | 28µM*
CCc1ccc(S(=O)(=O)c2nnn3c2nc(NCc2cccc(OC)c2)c2cc(Cl)ccc23)cc1 | u
COc1ccc(C2c3[nH]c4ccc(OC)cc4c3CCN2C(=O)Nc2ccccc2)cc1 (stereo not drawn) | u
CCN(c1ccccc1)S(=O)(=O)Cc1ccccc1Cl | 11%
CN1CCN([C@H]2CCN(S(=O)(=O)c3cn(C)cn3)C[C@H]2CCC(=O)O)CC1 | 40%[activator]
O=S(=O)(c1ccc2c(c1)oc1ccccc12)N1CCOCC1 | 13%
O=C(Cc1cccc2ccccc12)Nc1ccc(Br)cc1C(=O)O | -11%
CC(C)NC(=O)c1ccc(-c2ccc(N3CCCCCC3)nc2)cc1 | i

4 records picked at random from the list so far, as already listed:
SMILES | KDM5B inhibitor
CC(=O)N1CCc2cc(S(=O)(=O)N3CCN(c4ccc(C)cc4)C(C)C3)ccc21 (stereo not drawn) | -15%
Cc1cc(C)cc(C(=O)Nc2ccc3oc(C)nc3c2)c1 | 15%
COc1ccc(CCNc2oc(/C=C/c3cc(OC)c(OC)c(OC)c3)nc2C#N)cc1OC | u
O=S(=O)(c1ccc2c(c1)oc1ccccc12)N1CCOCC1 | 13%

Continuation:
SMILES | KDM5B inhibitor
CC(C)C(NC(=O)c1ccc(CO)cc1)C(=O)O (stereo not drawn) | 3%
COc1ccc(N(C)S(=O)(=O)c2cccc(C(=O)Nc3nc4ccccc4[nH]3)c2)cc1 | u
Cc1cc(C)n(CCC(=O)NCC2CCN(c3cc(-c4ccccc4)[nH]n3)CC2)n1 | u
CC(C)C(=O)N1Cc2ccccc2CC2(CCCN(Cc3ccncc3)C2)C1 (stereo not drawn) | u
CC1CCN(C(=O)C2CCN(S(=O)(=O)c3ccc(-n4cnnn4)cc3)CC2)CC1 | 18%
COc1ccccc1NC(=O)Cn1c(N2CCC(C)CC2)nc(C)cc1=O | -22%
Cc1ccc(-c2nc3nc(C)cc(N4CCN(c5cccc(C)c5C)CC4)n3n2)cc1 | -14%
O=C(CN(C(=O)CCC(=O)Nc1nccs1)c1ccccc1F)NCCc1ccccc1 | 3%
O=C(Nc1ccc(Cl)cc1Cl)C1CC2CCC1C2 (stereo not drawn) | 8%
O=[N+]([O-])c1cnccc1Nc1ccc(Cl)cc1 | 16%
C=CCNCc1cccc(OC)c1OCC | 18%
CNC(=O)N1CCC2(CC1)CC(N1CCN(c3ccccn3)CC1)CCO2 (stereo not drawn) | -30%
Cc1nnc(N2CCC(C(=O)N3CCCCC3)CC2)c2nn(-c3ccccc3)c(C)c12 | u
CCc1c(C)sc(NC(=O)c2c(F)c(F)c(F)c(F)c2F)c1C#N | -12%
COc1ccc(CN2CCc3nc(C(C)C)nc(-c4ccc(Cl)cc4)c3CC2)cc1 | u
Cc1cc(C)n(C(C)CNC(=O)c2cccc(CCC(C)(C)O)c2)n1 (stereo not drawn) | 27%
O=C1CCCN1CCCN1C(=O)[C@H]2CN(Cc3ccccc3Cl)C[C@H]2C1=O | 12%
CCCCC(=O)Nc1ccc(C(=O)OCc2cc(=O)n3ccsc3n2)cc1 | u
CN(C)CC1(O)CCCN(Cc2ccc(-c3ccc(Cl)cc3)o2)C1 (stereo not drawn) | u
CCC(=O)N1CCc2cc(Br)cc(S(=O)(=O)N3CCCC(C(=O)NCc4cccc(OC)c4)C3)c21 (stereo not drawn) | -25%

Some of the compounds tested; the hit share may differ from the screen's.
